TDP1 cell noCPT – qHTS for Inhibitors of human tyrosyl-DNA phosphodiesterase 1 (TDP1): qHTS in cells in absence of CPT | DT40 Tdp1-/- hTDP1 cells, no CPT, ATP luminescence, 48 h | Potency, µM (doses to about 46.2 µM), inactives show at the highest dose activity change, negative = growth inhibition, most hits filed as inhibitors | actives 15% (n = 420,000) | AID 686978, 2013; further: nearly all actives have a fitted effect of over 55% in size
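Compound effects on proliferation are scored in DT40 Tdp1-/-;hTDP1 cells in the absence of CPT. ATP levels (CellTiter-Glo luminescence) are recorded after a ≥48 hr, 37 °C incubation.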
TDP1 inh – blocks human tyrosyl-DNA phosphodiesterase 1. Q9NUW8. recombinant TDP1, AlphaScreen DNA substrate cleavage. Potency, µM (titrated, usually from 130 µM), for the others: top-dose activity change, negative = inhibition, actives largely listed as inhibitors. actives 0.28% (n = 350,000); further: nearly all actives have a fitted effect of over 40% in size
Target sequence (Q9NUW8 whole entry, looked up): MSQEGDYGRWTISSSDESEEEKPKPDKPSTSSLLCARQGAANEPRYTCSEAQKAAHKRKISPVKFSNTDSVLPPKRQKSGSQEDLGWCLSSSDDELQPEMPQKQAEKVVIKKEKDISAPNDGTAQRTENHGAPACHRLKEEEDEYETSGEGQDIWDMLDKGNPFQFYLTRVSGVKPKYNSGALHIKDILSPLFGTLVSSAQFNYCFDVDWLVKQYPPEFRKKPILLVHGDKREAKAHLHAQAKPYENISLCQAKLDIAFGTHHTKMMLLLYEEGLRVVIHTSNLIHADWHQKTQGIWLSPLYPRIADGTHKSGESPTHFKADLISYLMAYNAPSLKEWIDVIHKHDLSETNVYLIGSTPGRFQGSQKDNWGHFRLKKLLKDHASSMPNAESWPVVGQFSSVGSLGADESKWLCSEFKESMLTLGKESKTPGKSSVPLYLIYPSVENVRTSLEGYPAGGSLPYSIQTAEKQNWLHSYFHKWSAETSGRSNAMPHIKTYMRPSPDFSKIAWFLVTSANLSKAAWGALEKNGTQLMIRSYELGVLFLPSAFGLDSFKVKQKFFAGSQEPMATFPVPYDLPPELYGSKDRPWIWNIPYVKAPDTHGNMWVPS
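Here, a 5' biotin and 3' phosphotyrosine-FITC DNA oligonucleotide reports Tdp1 activity: intact substrate bridges AlphaScreen beads, while cleavage leaves a 3' phosphate and drops signal. All incubations at room temperature.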
DT40 TDP1 CPT – DT40-hTDP1 cell growth loss with CPT; chicken DT40 Tdp1-/-;hTDP1 cells + 20 nM CPT, ATP luminescence, 48 h; Potency, µM (highest dose often 46.2 µM), without a hit: at the top dose activity change, negative = growth inhibition, actives largely listed as inhibitors; actives 12% (n = 420,000); further: nearly all actives have a fitted effect of over 55% in size
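Chicken DT40 Tdp1-/- cells complemented with human TDP1, 400 cells/well, exposed to compounds plus 20 nM camptothecin for at least 48 h at 37 C; viability read as ATP content by CellTiter-Glo luminescence.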
The depositor's hits bear a star; & = joins results of further samples. The call rests on the fitted dose curve; in most records, active means well fitted curve in the direction sought with a large enough effect; inconclusive means small, poorly fitted or top-dose-only effect, or another doubt; inactive means no such curve, though single readings can be large; an effect the other way counts as inactive or inconclusive. On the % scale 0 is the no-effect control and ±100 the full control effect; potency means the concentration at half of the fitted maximal effect. This is a random part of the collection; about 18% have a hit in one of these screens.

What do the screens show for `CCOC(=O)c1sc(=NC(=O)c2c(F)cccc2F)n(C)c1C`?
TDP1 cell noCPT: -18%; TDP1 inh: 1%; DT40 TDP1 CPT: 4%

How did CS(=O)(=O)c1ccc(C(=O)NNC(=O)c2cc(-c3ccccc3)n[nH]2)cc1 do in these assays?
TDP1 cell noCPT: -2%; TDP1 inh: 3%; DT40 TDP1 CPT: -3%

What do the screens show for `COc1cc(OC)c(NC(=O)N2CCCn3nc(C)cc32)cc1Cl`?
TDP1 cell noCPT: -29%; TDP1 inh: 3%; DT40 TDP1 CPT: 2%

How did Cn1cc(C(=O)Nc2ccc(F)c(Cl)c2)cn1 do in these assays?
TDP1 cell noCPT: inconclusive; TDP1 inh: 3%; DT40 TDP1 CPT: -16%

How did Nc1nc(Nc2ccc(Cl)cc2Cl)nc(C(F)(F)F)n1 do in these assays?
TDP1 cell noCPT: inconclusive; TDP1 inh: 2%; DT40 TDP1 CPT: -16%

Results for Brc1cc2c(cc1CSc1ncccn1)OCO2 ?
TDP1 cell noCPT: inconclusive; TDP1 inh: 6%; DT40 TDP1 CPT: 14%

How did O=C1O[C@@H](c2ccccc2)C[C@@H](O)C(=O)CCc2ccccc21 do in these assays?
TDP1 cell noCPT: inconclusive; DT40 TDP1 CPT: -14%

How did O=C(c1cc2cc(Br)ccc2o1)N1CCN(c2ccccc2)CC1 do in these assays?
TDP1 cell noCPT: inconclusive; TDP1 inh: 2%; DT40 TDP1 CPT: -2%

What do the screens show for `COc1ccccc1P(=O)(c1ccccc1)c1ccccc1NC(C)=O` (stereo not given)?
TDP1 cell noCPT: -12%; TDP1 inh: 7%; DT40 TDP1 CPT: 6%

Results for O=C(Oc1cccc([N+](=O)[O-])c1)C1CCN(C(=O)c2ccc(F)cc2)CC1 ?
TDP1 cell noCPT: -15%; TDP1 inh: 4%; DT40 TDP1 CPT: -17%

Results for CCC(C)c1ccc(NC(=O)c2cccs2)cc1 (stereo not given) ?
TDP1 cell noCPT: inconclusive; TDP1 inh: 4%; DT40 TDP1 CPT: inconclusive

What do the screens show for `O=S1(=O)[C@H]2C[C@@H]3C=C[C@@]2(CN1Cc1cccc(Cl)c1)O3`?
TDP1 cell noCPT: -7%&-5%; DT40 TDP1 CPT: inconclusive

Random excerpt: two entries already listed.
How did Cn1cc(C(=O)Nc2ccc(F)c(Cl)c2)cn1 do in these assays?
TDP1 cell noCPT: inconclusive; TDP1 inh: 3%; DT40 TDP1 CPT: -16%

How did Nc1nc(Nc2ccc(Cl)cc2Cl)nc(C(F)(F)F)n1 do in these assays?
TDP1 cell noCPT: inconclusive; TDP1 inh: 2%; DT40 TDP1 CPT: -16%

5 entries out of the list, sorted by formula weight, smallest number first:
How did O=C1O[C@@H](c2ccccc2)C[C@@H](O)C(=O)CCc2ccccc21 do in these assays?
TDP1 cell noCPT: inconclusive; DT40 TDP1 CPT: -14%

Results for Brc1cc2c(cc1CSc1ncccn1)OCO2 ?
TDP1 cell noCPT: inconclusive; TDP1 inh: 6%; DT40 TDP1 CPT: 14%

What do the screens show for `COc1cc(OC)c(NC(=O)N2CCCn3nc(C)cc32)cc1Cl`?
TDP1 cell noCPT: -29%; TDP1 inh: 3%; DT40 TDP1 CPT: 2%

Results for O=C(Oc1cccc([N+](=O)[O-])c1)C1CCN(C(=O)c2ccc(F)cc2)CC1 ?
TDP1 cell noCPT: -15%; TDP1 inh: 4%; DT40 TDP1 CPT: -17%

How did O=C(c1cc2cc(Br)ccc2o1)N1CCN(c2ccccc2)CC1 do in these assays?
TDP1 cell noCPT: inconclusive; TDP1 inh: 2%; DT40 TDP1 CPT: -2%

New compounds follow:
How did CC(=O)Nc1ccc(Nc2nc(C)cc(C)n2)cc1 do in these assays?
TDP1 cell noCPT: inconclusive; DT40 TDP1 CPT: 0%

How did N#CC(=C(O)COC(=O)CCCNC(=O)c1ccc(Cl)cc1)c1nc2ccccc2[nH]1 do in these assays?
TDP1 cell noCPT: -18%; DT40 TDP1 CPT: inconclusive

How did Cn1nnnc1SCC(=O)NCCCc1ccccc1 do in these assays?
TDP1 cell noCPT: -19%; TDP1 inh: 0%; DT40 TDP1 CPT: -5%

What do the screens show for `O=C(NC1CCN(C(=S)NCc2ccco2)CC1)c1cccc(F)c1`?
TDP1 cell noCPT: -2%; TDP1 inh: 3%; DT40 TDP1 CPT: 7%

What do the screens show for `O=C(Nc1nc(-c2ccccn2)cs1)c1cc(S(=O)(=O)N2CCOCC2)ccc1F`?
TDP1 cell noCPT: 2.3µM*; TDP1 inh: 2%; DT40 TDP1 CPT: 2.6µM*

What do the screens show for `COc1ccc(C(NCC(=O)Nc2c(C)cccc2C)c2ccccc2)cc1` (stereo not given)?
TDP1 cell noCPT: -9%; DT40 TDP1 CPT: -27%

What do the screens show for `NC(=O)CSc1nc2scc(-c3ccco3)c2c(=O)n1-c1ccccc1`?
TDP1 cell noCPT: -13%; TDP1 inh: -5%; DT40 TDP1 CPT: -26%

How did CCOC(=O)C(C(C)=O)C(c1ccc(OCCC(C)C)cc1)C(C(C)=O)C(=O)OCC (stereo not given) do in these assays?
TDP1 cell noCPT: 16µM*; TDP1 inh: -2%; DT40 TDP1 CPT: inconclusive

Results for CC1=C(C(=O)N2CCOCC2)CC(CC(=O)NCc2ccco2)C(=O)N1Cc1ccccc1 (stereo not given) ?
TDP1 cell noCPT: inconclusive; DT40 TDP1 CPT: -4%

How did CCOCC(=O)Nc1ccc(OCc2ccccc2)cc1 do in these assays?
TDP1 cell noCPT: 1%; TDP1 inh: -8%; DT40 TDP1 CPT: 20%

Results for C=CCn1c(Cc2cccs2)nnc1SCC(=O)Nc1ccc(OC)cc1 ?
TDP1 cell noCPT: -4%; TDP1 inh: 4%; DT40 TDP1 CPT: -3%

How did CCOC(=O)c1cnc2ccc(Br)cc2c1NCCCN1CCOCC1 do in these assays?
TDP1 cell noCPT: inconclusive; TDP1 inh: 5%; DT40 TDP1 CPT: inconclusive

How did Cc1cc(NC(=O)CSc2n[nH]c(-c3ccc(Cl)cc3Cl)n2)no1 do in these assays?
TDP1 cell noCPT: inconclusive; TDP1 inh: 1%; DT40 TDP1 CPT: -11%

How did COc1ccc(C(CC(=O)O)NC(=O)C(c2ccccc2)c2ccccc2)cc1 (stereo not given) do in these assays?
TDP1 cell noCPT: -16%; DT40 TDP1 CPT: 29%

What do the screens show for `COc1cc2cc(CN(Cc3cccnc3)C(=O)Nc3ccccc3F)c(=O)[nH]c2cc1OC`?
TDP1 cell noCPT: inconclusive; TDP1 inh: 0%; DT40 TDP1 CPT: inconclusive

How did CCn1c(SCC(=O)NC2CC2)nnc1-c1ccccn1 do in these assays?
TDP1 cell noCPT: 16%; TDP1 inh: 1%; DT40 TDP1 CPT: -5%

Results for CC(C(=O)NCCc1ccc(S(N)(=O)=O)cc1)N1C(=O)CC(C)(C)Sc2ccccc21 (stereo not given) ?
TDP1 cell noCPT: -16%; DT40 TDP1 CPT: 20%

How did Cc1ccc(N2CC(C(=O)NCCCn3ccnc3)CC2=O)cc1 (stereo not given) do in these assays?
TDP1 cell noCPT: -6%; TDP1 inh: 10%; DT40 TDP1 CPT: -22%

How did Cc1ccc(-c2csc(/C(C#N)=C/Nc3ccccc3SC(F)(F)F)n2)cc1 do in these assays?
TDP1 cell noCPT: inconclusive; TDP1 inh: 4%; DT40 TDP1 CPT: inconclusive

Results for CCOc1ccc(S(=O)(=O)N(C)c2ccc(OCC(=O)NCCc3ccc(OC)cc3)cc2)cc1 ?
TDP1 cell noCPT: 23µM*; TDP1 inh: -2%; DT40 TDP1 CPT: 21µM*

Results for CN(C)c1ccc(C2C=C(c3ccccc3)Nc3nnnn32)cc1 (stereo not given) ?
TDP1 cell noCPT: 18µM*; DT40 TDP1 CPT: inconclusive

Results for COc1cc(CNc2ncnc3c2ncn3[C@H]2CN(Cc3ccco3)C[C@@H](CO)O2)cc(OC)c1OC ?
TDP1 cell noCPT: -27%; DT40 TDP1 CPT: 2%

How did O=C(Cc1cccs1)Nc1ccc(S(=O)(=O)Nc2ncccn2)cc1 do in these assays?
TDP1 cell noCPT: -15%; DT40 TDP1 CPT: -8%

Results for CC(NC(=O)CSc1nc2c(c(C(F)(F)F)n1)CCc1ccccc1-2)c1ccccc1 (stereo not given) ?
TDP1 cell noCPT: 23µM*; TDP1 inh: 3%; DT40 TDP1 CPT: inconclusive

Results for COC(=O)c1ccc2nc(C3CCCCC3)c3c(c2c1)CCC3 ?
TDP1 cell noCPT: inconclusive; DT40 TDP1 CPT: -19%

Results for COc1ccc(/C=C/C(=O)N2c3ccccc3Sc3ccc(C(F)(F)F)cc32)cc1 ?
TDP1 cell noCPT: 18µM*; TDP1 inh: 0%; DT40 TDP1 CPT: inconclusive

Results for CC(C)(C)C(=O)/C(=C/c1ccncc1)n1cncn1 ?
TDP1 cell noCPT: 1.6µM*; TDP1 inh: -7%; DT40 TDP1 CPT: 3.3µM*

What do the screens show for `CCN(CC)c1ncnc2sc3c(c12)CCC3`?
TDP1 cell noCPT: inconclusive; TDP1 inh: 0%; DT40 TDP1 CPT: inconclusive

Results for O=C(Oc1coc(CSc2nnc(NC(=O)C3CC3)s2)cc1=O)c1c(F)cccc1F ?
TDP1 cell noCPT: 0%; DT40 TDP1 CPT: 18%

Results for Nc1cccn2c(-c3ccc(Cl)c(Cl)c3)cnc12 ?
TDP1 cell noCPT: inconclusive; TDP1 inh: 9%; DT40 TDP1 CPT: inconclusive

How did COc1ccc(S(=O)(=O)Nc2ccc(S(=O)(=O)Nc3ccc(F)cc3)cc2)cc1C do in these assays?
TDP1 cell noCPT: inconclusive; TDP1 inh: 3%; DT40 TDP1 CPT: -3%

How did O=C(Nc1nccs1)C(NS(=O)(=O)c1ccc(Br)s1)c1ccccc1 (stereo not given) do in these assays?
TDP1 cell noCPT: -1%; TDP1 inh: 6%; DT40 TDP1 CPT: -10%

Results for O=C(Cc1ccc(-n2c(=O)[nH]c3ccsc3c2=O)cc1)N1CCN(c2ccc(Cl)cc2)CC1 ?
TDP1 cell noCPT: inconclusive; TDP1 inh: 3%; DT40 TDP1 CPT: inconclusive

What do the screens show for `COc1ccc(Cl)cc1C(=O)N/N=C/c1ccc(N2CCOCC2)cc1`?
TDP1 cell noCPT: -14%; TDP1 inh: -3%; DT40 TDP1 CPT: 0%

What do the screens show for `CCOC(=O)[C@]12CCC=C1N(Cc1ccco1)C(=O)[C@H](CC(=O)NCC1CCCCC1)C2`?
TDP1 cell noCPT: inconclusive; DT40 TDP1 CPT: inconclusive

How did OCCN1CCN(c2ncnc3c2ncn3[C@H]2CN(Cc3ccc(F)cc3)C[C@@H](CO)O2)CC1 do in these assays?
TDP1 cell noCPT: inconclusive; DT40 TDP1 CPT: inconclusive

How did COc1cc2c(cc1OC)C(/C=C/c1ccc(OC)c(OC)c1OC)=NCC2 do in these assays?
TDP1 cell noCPT: inconclusive; TDP1 inh: 15%; DT40 TDP1 CPT: inconclusive

Results for O=C(CN1CCN(CC(=O)c2ccc(Cl)cc2)CC1)c1ccc(Cl)cc1 ?
TDP1 cell noCPT: -4%; DT40 TDP1 CPT: -3%

How did CC1CCC(C(C)C)C(OCC(O)CNC(C)c2ccccc2)C1 (stereo not given) do in these assays?
TDP1 cell noCPT: 15µM*; TDP1 inh: -8%; DT40 TDP1 CPT: inconclusive

Results for CC(=O)c1ccc(NC(=O)C2CCCN(S(=O)(=O)c3cn(C)cn3)C2)cc1 (stereo not given) ?
TDP1 cell noCPT: -13%; TDP1 inh: 4%; DT40 TDP1 CPT: -5%

How did CC(C)C[C@@H](CC#N)N1CCN(CCc2ccccc2)CCC1=O do in these assays?
TDP1 cell noCPT: 4%&-24%; DT40 TDP1 CPT: 0%&5%

How did CCN1C(=O)c2ccc(C(=O)Nc3nccs3)cc2C1=O do in these assays?
TDP1 cell noCPT: -2%; TDP1 inh: 2%; DT40 TDP1 CPT: -4%

How did COC(=O)N1CCC2(CC1)CN(c1cccc(-c3ccccc3)c1)C2 do in these assays?
TDP1 cell noCPT: 18µM*; DT40 TDP1 CPT: -30%

Results for O=C(CN(C(=O)CNC(=O)c1ccco1)c1ccc2c(c1)OCO2)NC1CCCCC1 ?
TDP1 cell noCPT: -8%; TDP1 inh: -3%; DT40 TDP1 CPT: -2%

How did CCC(O)c1cc2c(cc1NC(=O)c1ccc(C)cc1)OCCO2 (stereo not given) do in these assays?
TDP1 cell noCPT: -29%; TDP1 inh: 8%; DT40 TDP1 CPT: inconclusive

How did COc1ccc(C(=O)NCc2cccnc2)cc1Br do in these assays?
TDP1 cell noCPT: -5%; TDP1 inh: 8%; DT40 TDP1 CPT: -2%

What do the screens show for `COc1ccccc1CNC(=O)COC(=O)CSc1ccc(Cl)cc1`?
TDP1 cell noCPT: -10%; DT40 TDP1 CPT: -13%

Screening data (PubChem)
